# Kir21 block – inhibitors of mouse Kir2.1 inward-rectifier potassium channel | HEK293-Kir2.1, FluxOR thallium flux fluorescence; hits give low values | B-score at 10 µM | 310,000 tested, 0.85% active;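 active = fluorescence ratio B-score at or below minus 3 SD of library scores, with starting-brightness B-score within 2 SD, cut at about -4.2 in these data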;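 also: channel flux triggered by added potassium and thallium sulfate stimulus; B-score of peak minus minimum fluorescence over baseline after thallium stimulus; more negative B-score means stronger Kir2.1 block with less thallium influx; some compounds called inactive have numbers as strong as hits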
# KCNQ2 block – KCNQ2 potassium channel inhibitors, primary screen, cell-based, CHO-K1, FluxOR thallium flux, B-score (AID 2156) | B-score at 10 µM | 310,000 tested, 1.1% active | 20 min; hits give low values | Potassium voltage-gated channel subfamily KQT member 2 (Rattus norvegicus), O88943;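 active = fluorescence ratio B-score at most minus 3 library SDs, with starting brightness B-score within 2 library SDs, cut at about -5.5 in these data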
# Target sequence (O88943 whole entry, looked up): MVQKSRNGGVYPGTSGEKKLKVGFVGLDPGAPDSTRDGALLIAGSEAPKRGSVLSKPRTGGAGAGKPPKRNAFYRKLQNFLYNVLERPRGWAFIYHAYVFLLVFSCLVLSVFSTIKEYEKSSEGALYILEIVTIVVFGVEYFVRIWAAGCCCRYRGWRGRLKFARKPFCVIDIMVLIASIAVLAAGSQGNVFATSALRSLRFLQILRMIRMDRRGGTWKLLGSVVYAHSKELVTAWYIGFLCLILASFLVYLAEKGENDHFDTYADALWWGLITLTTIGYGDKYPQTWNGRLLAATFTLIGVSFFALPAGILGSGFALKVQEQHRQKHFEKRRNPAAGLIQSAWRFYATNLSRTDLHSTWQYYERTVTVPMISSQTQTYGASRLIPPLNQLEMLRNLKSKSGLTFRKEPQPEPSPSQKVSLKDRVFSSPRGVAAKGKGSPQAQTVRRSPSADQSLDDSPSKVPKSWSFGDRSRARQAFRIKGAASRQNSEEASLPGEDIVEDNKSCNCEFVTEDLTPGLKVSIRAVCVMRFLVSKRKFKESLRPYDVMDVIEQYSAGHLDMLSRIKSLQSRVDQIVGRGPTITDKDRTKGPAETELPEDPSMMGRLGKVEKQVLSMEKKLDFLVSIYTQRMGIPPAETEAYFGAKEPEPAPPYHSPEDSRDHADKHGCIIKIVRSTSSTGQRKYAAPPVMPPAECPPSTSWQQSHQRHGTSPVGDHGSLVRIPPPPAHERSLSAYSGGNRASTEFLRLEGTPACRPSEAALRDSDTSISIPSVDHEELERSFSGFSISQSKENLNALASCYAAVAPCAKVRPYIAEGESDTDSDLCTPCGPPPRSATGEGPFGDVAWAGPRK
# STK33 kinase inh – inhibitors of purified STK33 kinase, primary screen, biochemical, ADP-Glo luminescence, homogeneous, cell-free | MBP phosphorylation | inhibition, % at 10 µM | 320,000 tested, 0.073% active;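 active = inhibition at or above 25%, using the most active replicate where run in duplicate; inactive = inhibition below 25%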
# An asterisk follows results filed as active; i = inactive; . = not tested or not shown.
Kir21 block	KCNQ2 block	Compound	STK33 kinase inh
-0.52	i	Cc1[nH]c(C)c(S(=O)(=O)N(Cc2ccccc2)C(C)(C)C)c1C(=O)N1CCCC1	17
1.6	i	COc1ccc(C2=NS(=O)(=O)N(C)C(C(=O)Nc3ccc(C(C)=O)cc3)=C2)cc1OC	0.3
0.77	i	O=C(CCCN1C(=O)c2ccccc2C1=O)Nc1ccc2c(c1)OCCO2	2.5
-0.05	i	CCOC(=O)C1(Cc2cccc(OC)c2)CCN(Cc2ccc(C)s2)CC1	0.0
0.01	i	CC1(C)Cc2c(C#N)c(NCc3ccco3)nc(-c3ccco3)c2CO1	-0.6
-0.57	i	CSc1ccc(N2CCN(CCCNC(=O)Nc3ccccc3F)CC2)cc1	0.9
0.3	i	CCOc1ccccc1N1CCN(C(=O)c2cc3cc(OC)ccc3[nH]2)CC1	-1.9
3.9e-16	i	COc1ccc(N2C(=O)c3ccc(C(=O)OC(C)C)cc3C2=O)cc1	-0.7
-1.8	i	CC(C)Sc1nnc(CNC(=O)C23CC4CC(CC(C4)C2)C3)n1Cc1ccccc1	-0.2
-0.23	-7.8*	Cc1cccc(-c2nc(CS(=O)CC(=O)N3CCc4ccccc4C3)c(C)o2)c1 (configuration not stated)	3.8
-0.14	i	COc1ccc(C2=NOC(C(=O)N3CCOCC3)C2)cc1OC (configuration not stated)	-0.9
-5.4*	i	CN(C)C(=O)c1cc(Cl)ccc1Sc1cc(Cl)ccc1Cl	-0.5

# The last 2 records of the part before open the next one:
Kir21 block	KCNQ2 block	Compound	STK33 kinase inh
-0.14	i	COc1ccc(C2=NOC(C(=O)N3CCOCC3)C2)cc1OC (configuration not stated)	-0.9
-5.4*	i	CN(C)C(=O)c1cc(Cl)ccc1Sc1cc(Cl)ccc1Cl	-0.5
0.05	i	Cc1ccc(-c2nnn(CC(=O)N(c3ccccc3F)C(C(=O)NC3CCCC3)c3ccco3)n2)o1 (configuration not stated)	0.7
-0.24	i	COc1ccccc1CNC1CCCc2ccccc21 (configuration not stated)	-0.5
0.05	i	O=C(CN1CCCC1)Nc1ccccc1C(=O)c1ccccc1	-1.6
0.51	i	CC1CC(C)CN(C(=O)COc2ccc(-c3nnco3)cc2)C1 (configuration not stated)	0.4
0.02	i	Cc1ccc(N(CCC#N)C(=O)COC(=O)C2CCN(S(=O)(=O)c3ccc4c(c3)OCCO4)CC2)cc1	-1.8
-1.2	i	C/C(=N/NC(=O)c1ccccn1)c1ccc(O)cc1	0.0
-0.17	i	Cc1[nH]n(-c2cccc3ccccc23)c(=O)c1/C=N/NC(=O)c1cccc([N+](=O)[O-])c1	-2.5
0.89	i	CCC(=O)Oc1ccc(/C(CC)=C(\CC)c2ccc(OC(=O)CC)cc2)cc1	-0.6
1.5	i	CCNC(=S)Nc1ccc(Cc2nc3ccccc3[nH]2)cc1	0.2
2.1	i	C=CCC1NS(=O)(=O)OC(CCCC)C1O (configuration not stated)	-2.1
-5.8e-16	i	O=C(c1ccc(Br)c(S(=O)(=O)N2CCCCC2)c1)N1CCCCC1	-1.6
-1.1	i	Cn1c(=O)c(=O)n(C)c2cc(S(=O)(=O)CCC(=O)Nc3ccc(C(F)(F)F)cc3)ccc21	-0.9

# Shown as a hit in KCNQ2 block, among the entries above:
Kir21 block	KCNQ2 block	Compound	STK33 kinase inh
-0.23	-7.8*	Cc1cccc(-c2nc(CS(=O)CC(=O)N3CCc4ccccc4C3)c(C)o2)c1 (configuration not stated)	3.8

# Next compounds follow:
Kir21 block	KCNQ2 block	Compound	STK33 kinase inh
2	i	CCn1c(NCc2ccccc2Cl)nc2ccccc21	-0.4
1.6	i	O=c1[nH]c(/C=C/c2ccccn2)nc2ccccc12	0.5
-0.24	i	COC(=O)C(C)Sc1ncnc2c1c(-c1ccccc1)cn2-c1ccc(OC)cc1 (configuration not stated)	-2.0
-3.6	i	CCOc1cc(NS(=O)(=O)c2ccccc2)c(OCC)cc1NC(=O)c1ccco1	1.1
-0.01	i	O=C1Nc2cc(Cl)c(Cl)cc2N(O)N1c1ccc(Cl)c(Cl)c1	-2.3
0.29	i	Cc1ccc(C(=O)Cc2ccccc2)o1	-3.1
-2.5	i	Cc1cc([N+](=O)[O-])ccc1NC(=O)CN1CCN(Cc2ccccc2)CC1	-3.5
-2.2	i	Fc1ccc(NC(=S)NC2CCN(Cc3ccccc3)CC2)cc1	-5.1
1.7	i	CCOC(=O)c1cc(NC(=O)c2cccnc2)ccc1N1CCOCC1	-2.3
-2.1	i	CCn1c(COc2ccc(=O)n(-c3ccccc3)n2)nnc1SCc1cccc(OC)c1	-1.8
1.1	i	N/C(=N\OC(=O)COc1ccc2ccccc2c1)c1ccccn1	-2.3
1	i	CCn1c(SCC(=O)N/N=C/c2ccccc2OCC(=O)O)nnc1-c1ccc(OC)cc1	-1.2
0.02	i	COCCn1c(SCC(=O)N2CC(=O)Nc3ccccc32)nnc1-c1ccoc1C	-2.2
-0.36	i	COc1ccc(CNC(=O)C(C)n2ccc3cc(S(=O)(=O)N4CCCCCC4)ccc32)cc1 (configuration not stated)	-0.8
2.6	i	O=C(c1cccc(N2CCNC2=O)c1)N1CCCC(Nc2cccc(F)c2)C1 (configuration not stated)	-3.3
-0.36	i	O=C1/C(=C/c2ccccc2Cl)SC(=S)N1CCC(=O)N1CCCCC1CCO (configuration not stated)	0.5
0.17	i	CC(C)Cc1nnc(NC(=O)CSc2ncn[nH]2)s1	0.4
-1.5	i	CCOc1ccccc1CN1CCC(Oc2ccc(C(=O)NCc3ccccn3)cc2)CC1	.
-1.1	i	CC(=O)N1CCc2cc(S(=O)(=O)NC(CC(C)C)C(=O)Nc3cc(C)ccn3)ccc21 (configuration not stated)	-1.4
2.1	i	CCOc1ccc(NC(=O)NN2C(C)CCCC2C)cc1 (configuration not stated)	0.5
-1.1	i	CNC(=O)c1cc(S(=O)(=O)Nc2ccc(C)cc2C)ccc1C	-2.0
0.95	i	NC(=O)c1ccc(NC(=O)C2CCCC2)cc1	-0.7
0.36	i	CC(=O)N1CCN(CC(=O)c2ccc(Br)cc2)CC1	-0.4
2.3	i	CC(=O)N[C@H]1[C@H](OCc2ccccc2F)O[C@H](COC(C)=O)[C@@H](OC(C)=O)[C@@H]1OC(C)=O	-1.5
-0.73	i	Cc1cc(C)n(-c2nc(NCCO)c3c4c(sc3n2)CCCC4)n1	3.7
0.63	i	COc1cc(/C=N/n2nnnc2N)ccc1O	8.0
0.43	i	CC(=O)Nc1ccc(N(C)S(C)(=O)=O)cc1	-1.0
-2.8	i	COc1ccc(NC(=O)Nc2c[nH]c(=O)[nH]c2=O)cc1	-1.5
1.7	i	CCCC(=O)C1=C(N(C)c2ccccc2)CC(C)(C)C(C(=O)OC)C1=O (configuration not stated)	1.1
0.71	i	Cc1cccc(N2CCN(C(=O)Cn3nc(C)n4cccc4c3=O)CC2C)c1 (configuration not stated)	0.1
-0.8	i	Cc1ccc(-c2nnc3ccc(SC(C)C(=O)O)nn23)cc1 (configuration not stated)	14
-1.1	i	O=[N+]([O-])c1ccccc1S(=O)(=O)N1CCN(Cc2ccsc2)CC1	-0.5
-0.67	i	O=C(/C=C/c1c(Cl)cccc1Cl)N1CCOCC1	-2.4
0.32	i	CCN(CC)Cc1ccccn1	-2.1
-0.5	i	CCCCNC(=O)C1CCN(Cc2ccccn2)CC1	-0.5
0.92	i	Cc1ccc(CC2CC(=O)N(C(Cc3ccccc3)C(=O)O)C2=O)cc1 (configuration not stated)	0.0
0.01	i	Cc1c(O)ccc(C(=O)CN2CCN(c3ccccc3F)CC2)c1O	-2.1
0.41	i	CCN(CC)C(=O)C1CCCN(Cc2nc(-c3cnccn3)no2)C1 (configuration not stated)	-3.7
-0.34	i	CCCOc1ccc(C(=O)N2CCN(Cc3ccc4c(c3)OCO4)CC2)cc1	-3.8
-1.2	i	O=C(Nc1ccccc1N1CCOCC1)c1cccc(NS(=O)(=O)c2ccc(F)c(F)c2)c1	13
0.36	i	Cc1ccc(Nc2nc(N)nc(CN3CCN(Cc4ccc5c(c4)OCO5)CC3)n2)cc1C	.
0.36	i	CCOC(=O)c1ccc(CS(=O)c2ccc(Cl)cc2)o1 (configuration not stated)	-0.1
0.48	i	O=C(CCS(=O)(=O)c1ccc(Br)s1)N1CCc2ccccc21	0.7
-0.04	i	O=C(NC(=S)NCc1nc2ccccc2[nH]1)c1ccccc1F	-1.0
0.31	i	Cc1ccc(C)c(NC(=O)C2CC(O)CN2C(=O)OC(C)(C)C)c1 (configuration not stated)	-1.9
2.1	i	CSCc1ccc(C(=O)NCc2ccccc2)cc1	.
1.2	i	Cc1ccc(NC(=O)CSc2nnc(Cn3c(=O)sc4ccccc43)n2C)cc1	0.7
-0.84	i	Cc1cccn2c(=O)c3cc(S(=O)(=O)c4ccc(F)cc4)c(=N)n(Cc4ccco4)c3nc12	3.2

# Reformatted: results already given
SMILES	Kir21 block	KCNQ2 block	STK33 kinase inh
Cc1ccc(Nc2nc(N)nc(CN3CCN(Cc4ccc5c(c4)OCO5)CC3)n2)cc1C	0.36	i	.
CCOC(=O)c1ccc(CS(=O)c2ccc(Cl)cc2)o1 (configuration not stated)	0.36	i	-0.1
O=C(CCS(=O)(=O)c1ccc(Br)s1)N1CCc2ccccc21	0.48	i	0.7
O=C(NC(=S)NCc1nc2ccccc2[nH]1)c1ccccc1F	-0.04	i	-1.0
Cc1ccc(C)c(NC(=O)C2CC(O)CN2C(=O)OC(C)(C)C)c1 (configuration not stated)	0.31	i	-1.9
CSCc1ccc(C(=O)NCc2ccccc2)cc1	2.1	i	.

# Carrying on.
Kir21 block	KCNQ2 block	Compound	STK33 kinase inh
-0.12	i	OC1CCCN(c2c3c(nc4cc(-c5cccc(Cl)c5)nn24)CCC3)C1 (configuration not stated)	3.7
0.39	i	Cc1c(-c2ccccc2)sc2nc[nH]c(=S)c12	-0.5
0.44	i	O=[N+]([O-])c1ccc(Cl)cc1N1CCOCC1	-0.3
1.4	i	COc1ccc(OC)c(NC(=O)CSc2ccc3nnc(-c4ccccn4)n3n2)c1	-1.0
-1	i	COc1ccc(N2CCN(c3cc(C)c4cccc(C)c4n3)CC2)cc1	-0.5
-2	i	O=C(N/N=C\c1ccc(CNS(=O)(=O)c2ccccc2)o1)C(=O)Nc1ccc(F)cc1	-0.7
-0.01	i	COc1cccc(S(=O)(=O)NCc2ccc(C(=O)NCc3ccccn3)cc2)c1	-0.4
0.25	i	CC(C)c1ccc(OCC(=O)NNC(=S)NC(=O)c2ccco2)c(Br)c1	-1.8
1.5	i	O=C1C2C3C=CC(C3)C2C(=O)N1c1ccc2ccccc2c1 (configuration not stated)	-2.1
-0.04	i	CN1C(CC(=O)Nc2ccc(Br)cc2)c2ccccc2CC1(C)C (configuration not stated)	-0.4
3.5	i	COCCCC1CCN(Cc2nc(-c3ccccc3)no2)CC1	-1.7
0.01	i	Cc1cccc(NC(=O)c2ccc([N+](=O)[O-])s2)n1	-0.7
-0.22	i	Cc1ccc(-c2nnn(CC(=O)N(CC3CCCO3)C(C(=O)NC3CCCCC3)c3ccc(F)cc3)n2)o1 (configuration not stated)	-0.8
0.48	i	CC(C)(C)n1nnnc1C(c1cccc(C#N)c1)N1CCCc2ccccc21 (configuration not stated)	-1.0
2.1	i	COc1ccccc1C1=NOC(Cn2c(NCCCO)nc3c2c(=O)n(C)c(=O)n3C)C1 (configuration not stated)	6.5
-0.03	i	O=C(CCN1C(=O)/C(=C/c2ccccc2F)SC1=S)NCCCN1CCOCC1	-1.1
-2	i	CN1CCN(Cc2cc(COCc3ccccc3)c3cccnc3c2O)CC1	-0.4
0.02	i	O=C(C1CCN(S(=O)(=O)N2CCC3(CC2)OCCO3)CC1)N1CCOCC1	1.4
-6.9*	i	CC(=O)Nc1ccc(SCC(=O)Nc2ccccc2Oc2ccccc2)cc1	0.4
1.2	i	CN(C)/C=N/c1nc(-c2ccc3ccccc3c2)cs1	-0.1
-0.21	i	CCOc1ccc(N2CC(C(=O)NCc3ccc(F)cc3)CC2=O)cc1 (configuration not stated)	-1.5
-1.6	i	COc1ccc(C(=O)c2cn[nH]c2-c2ccc(C)cc2O)cc1	-0.8
-0.11	i	CC(NC(=O)C1CCC1)c1ccc2c(c1)OCO2 (configuration not stated)	-0.9
-0.91	i	COC(=O)c1ccc(N)c(CS(=O)(=O)c2ccc(Cl)cc2)c1	-0.7
-1.1	i	CN(C)C1(CNCC(O)c2ccccc2)CCCCC1 (configuration not stated)	0.8
0.65	i	Cc1ccc(O)c(-c2cc(C(=O)Nc3ccc(S(=O)(=O)N4CC(C)OC(C)C4)cc3)[nH]n2)c1 (configuration not stated)	-0.2
0.55	i	O=C(NCCc1ccccc1)C(=O)NCC1OCCN1S(=O)(=O)c1cccs1 (configuration not stated)	-2.4
1.9	i	C=CCSC1=N/C(=C\c2ccc(C)o2)C(=O)S1	0.9
-0.95	i	Cn1c(=O)[nH]c(=O)c2c1nc(NCCO)n2CCOc1ccccc1	-0.5
-1.9	i	O=C(NCCSc1ncc(-c2ccc(F)cc2)[nH]1)c1ccc2c(c1)OCO2	0.6
-0.19	i	COc1ccc2ccccc2c1CNc1nnnn1C	0.4
1.1	i	O=C1COc2ccc(C(=O)CSc3nnc(Cc4ccccc4)o3)cc2N1	-0.8
-1.6	i	CC(CC(=O)NCC1CCCO1)c1ccccc1 (configuration not stated)	2.3
1.2	i	CNC(=O)c1ccsc1NC(=O)C1CCN(S(=O)(=O)c2cccs2)CC1	0.6

# Source: PubChem BioAssay
